PMI inhibition: human PMI inhibitors, high substrate, primary screen, biochemical, fluorescence intensity, high mannose 6-phosphate (AID 1220) | recombinant PMI enzyme, coupled fluorescence intensity; higher % means a stronger effect | inhibition, % at 20 µM; hits with a dose series show IC50 in µM | actives 0.66% (n = 190,000)
West Nile virus CPE: inhibition of WNV-induced cytopathic effect – cell-based, CPE readout (AID 1621) | West Nile virus-infected cells, CPE inhibition; higher % means a stronger effect | CPE inhibition, % at 10 µM; hits with a dose series show IC50 in µM | actives 0.02% (n = 290,000); in the data active = a potency from the dose series; inconclusive = CPE inhibition mostly from about 3.7% at the one dose, without a potency; inactive = the rest, 99 in 100 with CPE inhibition below about 2.2%; note: strong numbers were not always called active
M17LAP inhibition: P. falciparum M17LAP inhibitors, primary screen, biochemical, fluorogenic H-Leu-NHMec substrate, 1536-well (AID 1619). inhibition, % at 30 µM, or IC50 in µM where a hit was titrated. actives 0.38% (n = 220,000). recombinant M17LAP, H-Leu-NHMec fluorogenic kinetic assay; higher % means a stronger effect;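 active = compound inhibiting the enzyme by more than half at any dose during confirmatory dose-response retesting; inconclusive = strong single-dose inhibitors picked by rank but not retested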;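 note: plate controls were full reaction with DMSO carrier for no effect and no enzyme background for full effect; strong numbers were not always called active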
TNAP activators: human TNAP enzyme activators, primary screen, biochemical, luminescent, no phosphate acceptor, uHTS (AID 1001) | purified TNAP, luminescent activation assay, no phosphate acceptor; higher activation fold means a stronger effect | activation fold at 20 µM; hits with a dose series show EC50 in µM | actives 0.03% (n = 200,000); in the data active = activation fold from about 3, or a potency from the dose series; inactive = the rest, 99 in 100 with activation fold below about 1.6; note: many of its hits are not listed in these tables
RSV CPE inhibition: RSV antiviral activity via CPE protection, HEp-2 cells, primary 10 µM value included (AID 2391); HEp-2 cells, RSV-induced CPE inhibition; higher % means a stronger effect; CPE inhibition, % at 10 µM; hits with a dose series show IC50 in µM; actives 0.13% (n = 310,000); in the data active = a potency from the dose series; inconclusive = CPE inhibition mostly from about 23% at the one dose, without a potency; inactive = the rest, 99 in 100 with CPE inhibition below about 21%; note: strong numbers were not always called active
K1F lysis inhibition: inhibition of K1F phage lysis, E. coli UTI89, bacterial capsule biogenesis inhibitors, alamar blue (AID 488966); E. coli UTI89 K1F phage lysis, alamar blue, 2 h; higher % means a stronger effect; inhibition, % at 100 µM, or IC50 in µM where a hit was titrated; actives 0.02% (n = 340,000);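 active = phage lysis inhibition, versus mean bacterial control, above a set limit; inconclusive = no clear call, values can overlap the other calls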;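 note: capsule biogenesis inhibitors block K1F phage lysis so surviving cells raise fluorescence; higher fluorescence means more inhibition of phage lysis; actives were called in the ten point dose series up to 300 µM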
PMI inhibitors: inhibitors of human PMI, primary screen, biochemical, fluorescence intensity, coupled assay (AID 1209) | purified PMI enzyme, coupled fluorescence intensity; higher % means a stronger effect | actives 0.42% (n = 190,000) | one-dose inhibition, % at 20 µM; IC50 in µM for titrated hits;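 note: plate controls were DMSO vehicle for no effect and wells lacking substrate for full effect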
T cell HTS: T cell immune modulators affecting CD8 T cell-vesicle binding; calls only at 7 µM; actives 0.068% (n = 330,000); AID 2052; 2C CD8+ T cell-vesicle binding, flow cytometry; hits give low values;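 active = response, share of CD8 T cells binding vesicles, and their 90th percentile fluorescence all below set limits, cut at about 80% in these data, passing the limit was not always enough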
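Assay system – 2C mouse CD8+ T cells · Also added – QL9-loaded Drosophila micro-vesicles · Timing – Cell–vesicle co-incubation 1.5 h at 37 °C, staining 20 min on ice · Signal – flow cytometry of vesicle-bound cells · Measure – percent CD8+ FL2 mean versus row control · Controls – Peptide-free naked vesicles (low) and QL9 vesicles with 0.7% DMSO vehicle (high)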
P. falciparum M1AAP: P. falciparum M1AAP inhibitors, biochemical, fluorogenic H-Leu-NHMec substrate, 1536-well (AID 1445) | recombinant M1AAP, H-Leu-NHMec fluorogenic kinetic assay; higher % means a stronger effect | inhibition, % at 30 µM, or IC50 in µM where a hit was titrated | actives 0.42% (n = 220,000);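 active = primary inhibition above the hit cutoff, then over 50% inhibition at one or more dose response concentrations, cut at about 23% in these data, passing the limit was not always enough; inconclusive = conflicting primary data, or primary hits not chosen for dose response; inactive = low primary inhibition, or under 50% at every dose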;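 note: plate controls were DMSO full reaction for no effect and no enzyme background for full effect; strong numbers were not always called active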
T cell HTS vesicle-bound %: recorded beside T cell HTS, whose call it bears; double positive events, %; measured here: CD8+ vesicle-bound cell fraction;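 binding gate set so that unloaded-vesicle control wells show 10% double positive cells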
Active calls of the source: *; [ ] = remark or other dose. Cut-off read from the data, not from the text of the source, unless noted: active = inhibition above about 50%; inactive = the rest. Not a hit list. About 1.5% of those tested had a hit in this group.

What do the screens show for `CC(C)(C)NC(=O)/C(=C\c1ccco1)NC(=O)c1ccco1`?
West Nile virus CPE: -0.3%; RSV CPE inhibition: -0.5%; K1F lysis inhibition: -1.4%[50 µM]; T cell HTS: inactive; T cell HTS vesicle-bound %: 43

How did Cn1cc(CN2CCC(N3CCNC(=O)CC3)CC2)c(-c2ccccc2F)n1 do in these assays?
PMI inhibition: 9%; West Nile virus CPE: 0.0%; TNAP activators: 1.1; RSV CPE inhibition: -0.2%; K1F lysis inhibition: 0.5%; PMI inhibitors: 14%; T cell HTS: inactive; T cell HTS vesicle-bound %: 4

Results for CCn1c(C)c(Br)c(=O)c(C(=O)OC)c1-c1ccc(Cl)cc1 ?
West Nile virus CPE: -0.7%; RSV CPE inhibition: 2.1%; K1F lysis inhibition: 1.1%; T cell HTS: inactive; T cell HTS vesicle-bound %: 32

How did COC(=O)Cc1cc(=O)[nH]c(/N=C(\N)Nc2ccc(C)cc2C)n1 do in these assays?
PMI inhibition: -4%; West Nile virus CPE: 0.0%; M17LAP inhibition: 11%; TNAP activators: 1.1; RSV CPE inhibition: 0.7%; K1F lysis inhibition: 0.6%; PMI inhibitors: -5%; T cell HTS: inactive; P. falciparum M1AAP: 0%; T cell HTS vesicle-bound %: 29

Results for O=C(CCNC(=O)C1CCN(S(=O)(=O)c2ccc(F)cc2)CC1)Nc1nccs1 ?
West Nile virus CPE: -0.1%; RSV CPE inhibition: 0.7%; K1F lysis inhibition: 0.1%; T cell HTS: inactive; T cell HTS vesicle-bound %: 39

How did O=C1/C(=C/c2ccccc2)SC(=S)N1CC(=O)N1CCCCC1c1cccnc1 (stereo not drawn) do in these assays?
West Nile virus CPE: inconclusive; RSV CPE inhibition: -1.6%; K1F lysis inhibition: 0.1%; T cell HTS: inactive; T cell HTS vesicle-bound %: 17

How did CC(CCc1ccccc1)NC(=S)NC1CCCCC1 (stereo not drawn) do in these assays?
PMI inhibition: 7%; West Nile virus CPE: -0.9%; M17LAP inhibition: 5%; TNAP activators: 1.3; RSV CPE inhibition: -0.8%; K1F lysis inhibition: -0.9%; PMI inhibitors: 5%; T cell HTS: inactive; P. falciparum M1AAP: 4%; T cell HTS vesicle-bound %: 25

How did Cn1cc(C=C2C(=O)CC(C)(C)CC2=O)c2ccccc21 do in these assays?
PMI inhibition: 11%; West Nile virus CPE: -0.5%; M17LAP inhibition: 21%; TNAP activators: 0.9; RSV CPE inhibition: 5.3%; K1F lysis inhibition: 0.0%; PMI inhibitors: 15%; T cell HTS: inactive; P. falciparum M1AAP: 3%; T cell HTS vesicle-bound %: 57

How did CC(C)(C)c1ccc(C(=O)NCCOc2ccccc2)cc1 do in these assays?
West Nile virus CPE: -1.1%; RSV CPE inhibition: 4.9%; K1F lysis inhibition: -0.1%; T cell HTS: inactive; T cell HTS vesicle-bound %: 51

How did COc1ccc(/C=c2/sc3n(c2=O)NC2(c4ccccc4)N(C)C(=O)N(C)C2(c2ccccc2)N=3)cc1 (stereo not drawn) do in these assays?
PMI inhibition: 2%; West Nile virus CPE: 0.7%; M17LAP inhibition: -2%; TNAP activators: 1; RSV CPE inhibition: 11%; K1F lysis inhibition: -0.1%; PMI inhibitors: 3%; T cell HTS: inactive; P. falciparum M1AAP: 3%; T cell HTS vesicle-bound %: 25

Continued, overlapping the part above by 2 compounds.
How did CC(C)(C)c1ccc(C(=O)NCCOc2ccccc2)cc1 do in these assays?
West Nile virus CPE: -1.1%; RSV CPE inhibition: 4.9%; K1F lysis inhibition: -0.1%; T cell HTS: inactive; T cell HTS vesicle-bound %: 51

How did COc1ccc(/C=c2/sc3n(c2=O)NC2(c4ccccc4)N(C)C(=O)N(C)C2(c2ccccc2)N=3)cc1 (stereo not drawn) do in these assays?
PMI inhibition: 2%; West Nile virus CPE: 0.7%; M17LAP inhibition: -2%; TNAP activators: 1; RSV CPE inhibition: 11%; K1F lysis inhibition: -0.1%; PMI inhibitors: 3%; T cell HTS: inactive; P. falciparum M1AAP: 3%; T cell HTS vesicle-bound %: 25

How did Cc1ccc(-n2ccc(=O)c(C(=O)Nc3ccc(S(=O)(=O)Nc4onc(C)c4C)cc3)n2)cc1 do in these assays?
West Nile virus CPE: 1.6%; RSV CPE inhibition: 2.9%; K1F lysis inhibition: -0.2%; T cell HTS: inactive; T cell HTS vesicle-bound %: 52

How did COc1cc(OC)cc(C(=O)NCC(=O)NC(C)c2ccccc2)c1 (stereo not drawn) do in these assays?
West Nile virus CPE: -0.2%; RSV CPE inhibition: 1.2%; K1F lysis inhibition: 0.5%; T cell HTS: inactive; T cell HTS vesicle-bound %: 8

Results for O=C(CSc1nnc(Cc2ccccc2)o1)NCc1ccco1 ?
PMI inhibition: 2%; West Nile virus CPE: 0.2%; M17LAP inhibition: 21%; TNAP activators: 1.2; RSV CPE inhibition: 1.5%; K1F lysis inhibition: 0.7%; PMI inhibitors: 3%; T cell HTS: inactive; P. falciparum M1AAP: 4%; T cell HTS vesicle-bound %: 28

What do the screens show for `COc1cccc(Nc2ccc([N+](=O)[O-])c3nonc23)c1`?
West Nile virus CPE: -0.7%; RSV CPE inhibition: 9.1%; K1F lysis inhibition: -1.6%; T cell HTS: inactive; T cell HTS vesicle-bound %: 54

What do the screens show for `CN(Cc1cn(-c2ccccc2)nc1-c1ccc(F)cc1)C(=O)CCC(=O)O`?
PMI inhibition: -11%; West Nile virus CPE: 0.1%; M17LAP inhibition: 27%; TNAP activators: 1.1; RSV CPE inhibition: 1.2%; K1F lysis inhibition: -4.4%; PMI inhibitors: -9%; T cell HTS: inactive; P. falciparum M1AAP: 2%; T cell HTS vesicle-bound %: 44

How did CC(=O)Nc1ccc(-c2csc(NCc3ccccc3)n2)cc1 do in these assays?
PMI inhibition: -3%; West Nile virus CPE: -0.3%; M17LAP inhibition: 14%; TNAP activators: 1.1; RSV CPE inhibition: 3.2%; K1F lysis inhibition: -0.5%; PMI inhibitors: 2%; T cell HTS: inactive; P. falciparum M1AAP: 5%; T cell HTS vesicle-bound %: 41

What do the screens show for `Cc1cc(C)n(C(=O)CN2C(=O)COc3ccccc32)n1`?
PMI inhibition: -10%; West Nile virus CPE: 0.7%; M17LAP inhibition: -4%; TNAP activators: 1; RSV CPE inhibition: 1.4%; K1F lysis inhibition: -0.9%; PMI inhibitors: 1%; T cell HTS: inactive; P. falciparum M1AAP: -4%; T cell HTS vesicle-bound %: 35

What do the screens show for `O=C(Nc1ccc(-c2cn3ccsc3n2)cc1)C1CCCC1`?
PMI inhibition: -3%; West Nile virus CPE: 0.3%; M17LAP inhibition: 8%; TNAP activators: 1.2; RSV CPE inhibition: 2.3%; K1F lysis inhibition: -0.4%; PMI inhibitors: -3%; T cell HTS: inactive; P. falciparum M1AAP: 8%; T cell HTS vesicle-bound %: 46

Results for CC1CCN(S(=O)(=O)c2cccc(C(=O)N(Cc3ccccc3)c3ccccn3)c2)CC1 ?
PMI inhibition: 9%; West Nile virus CPE: -1.7%; M17LAP inhibition: -1%; TNAP activators: 1; RSV CPE inhibition: 16%; K1F lysis inhibition: 0.3%; PMI inhibitors: 5%; T cell HTS: inactive; P. falciparum M1AAP: 8%; T cell HTS vesicle-bound %: 6

What do the screens show for `Cc1nn2c(N3CCN(C4CCCC4)CC3)cc(C(C)(C)C)nc2c1-c1ccccc1`?
PMI inhibition: -2%; West Nile virus CPE: 0.4%; M17LAP inhibition: -5%; TNAP activators: 1; RSV CPE inhibition: -1.2%; K1F lysis inhibition: 1.1%; PMI inhibitors: -1%; T cell HTS: inactive; P. falciparum M1AAP: -1%; T cell HTS vesicle-bound %: 5

How did CN(C(=O)COc1ccc(Br)cc1Cl)C1CCCCC1 do in these assays?
PMI inhibition: 3%; West Nile virus CPE: -0.2%; M17LAP inhibition: 1%; TNAP activators: 1.1; RSV CPE inhibition: 16%; K1F lysis inhibition: 0.0%; PMI inhibitors: 8%; T cell HTS: inactive; P. falciparum M1AAP: 23%; T cell HTS vesicle-bound %: 49

Results for CSc1nc(N2CCN(Cc3ccc4c(c3)OCO4)CC2)c2ccccc2n1 ?
West Nile virus CPE: -1.0%; RSV CPE inhibition: 16%; K1F lysis inhibition: 0.3%; T cell HTS: inactive; T cell HTS vesicle-bound %: 41

What do the screens show for `COc1ccc(S(=O)(=O)CCC(=O)NCCc2ccc(Cl)cc2)cc1`?
PMI inhibition: 1%; West Nile virus CPE: -0.1%; M17LAP inhibition: -2%; TNAP activators: 1.1; RSV CPE inhibition: -0.1%; K1F lysis inhibition: 1.8%; PMI inhibitors: 5%; T cell HTS: inactive; P. falciparum M1AAP: 1%; T cell HTS vesicle-bound %: 48

What do the screens show for `CCC(CC)c1nnc(NC(=O)c2ccc3c(c2)OCO3)s1`?
West Nile virus CPE: -0.5%; RSV CPE inhibition: 2.3%; K1F lysis inhibition: 0.1%; T cell HTS: inactive; T cell HTS vesicle-bound %: 19

What do the screens show for `O=C(Nc1ncc(Cc2cccc(Cl)c2)s1)c1cccs1`?
PMI inhibition: 14%; West Nile virus CPE: 0.1%; M17LAP inhibition: -3%; TNAP activators: 1.1; RSV CPE inhibition: 4.8%; K1F lysis inhibition: -1.0%; PMI inhibitors: 14%; T cell HTS: inactive; P. falciparum M1AAP: -1%; T cell HTS vesicle-bound %: 57

Results for N=c1nc(-c2ccccc2)ccn1O ?
PMI inhibition: 6%; West Nile virus CPE: -0.2%; M17LAP inhibition: 5%; TNAP activators: 1.1; RSV CPE inhibition: -0.3%; K1F lysis inhibition: 3.1%; PMI inhibitors: 4%; T cell HTS: inactive; P. falciparum M1AAP: 6%; T cell HTS vesicle-bound %: 54

How did O=C(NCc1ccc2c(c1)OCO2)C1CC(c2ccc(Cl)c(Cl)c2)=NO1 (stereo not drawn) do in these assays?
PMI inhibition: 13%; West Nile virus CPE: -0.2%; M17LAP inhibition: 6%; TNAP activators: 1; RSV CPE inhibition: 6.3%; K1F lysis inhibition: 0.3%; PMI inhibitors: 11%; T cell HTS: inactive; P. falciparum M1AAP: 3%; T cell HTS vesicle-bound %: 44

From PubChem BioAssay
